# From PubChem
# MT1-MMP txn act = activates MT1-MMP transcription. actives 0.16% (n = 86,000). AID 750. HT1080 MT1-MMP promoter luciferase reporter, luminescence, overnight; active compounds read high. activation factor at 10 µM;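 active = activation factor of at least 2 for MT1-MMP transcription at 10 µM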
# DAT uptake mod = modulates human dopamine transporter uptake under cocaine; Q01959; LLC-PK1 hDAT cells, [14C]-dopamine uptake with cocaine IC80; actives deviate in either direction; B-score at 10 µM; actives 1.3% (n = 110,000);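 active = Z score or B-score, a plate-position-corrected score, falls beyond the plate's 99.7% confidence bounds, in either direction; inactive = both scores lie inside the 99.7% bounds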;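 note: scored against the spread of the other compound wells on the same plate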
# Target sequence (Q01959 whole entry, looked up): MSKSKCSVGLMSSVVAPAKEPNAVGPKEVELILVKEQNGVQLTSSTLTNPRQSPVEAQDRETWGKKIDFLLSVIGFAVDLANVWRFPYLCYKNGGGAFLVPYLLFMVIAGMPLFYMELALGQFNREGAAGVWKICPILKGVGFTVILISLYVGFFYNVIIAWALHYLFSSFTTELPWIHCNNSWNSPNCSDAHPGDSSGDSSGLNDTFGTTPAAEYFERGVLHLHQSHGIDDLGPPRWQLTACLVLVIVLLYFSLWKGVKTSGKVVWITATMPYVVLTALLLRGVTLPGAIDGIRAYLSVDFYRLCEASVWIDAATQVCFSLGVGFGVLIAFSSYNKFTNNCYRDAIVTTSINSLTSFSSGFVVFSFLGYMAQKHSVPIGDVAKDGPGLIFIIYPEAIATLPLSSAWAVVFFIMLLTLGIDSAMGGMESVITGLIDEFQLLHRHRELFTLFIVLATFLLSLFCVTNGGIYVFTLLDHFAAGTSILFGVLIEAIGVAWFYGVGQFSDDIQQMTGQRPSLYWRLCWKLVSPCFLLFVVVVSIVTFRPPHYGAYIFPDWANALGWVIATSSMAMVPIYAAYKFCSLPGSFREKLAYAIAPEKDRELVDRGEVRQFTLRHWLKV
# F-actin modifier = cytoskeleton assembly modification | actives 0.18% (n = 91,000) | AID 836 | inhibition, % at 2 µM | HUVEC TNFa F-actin phalloidin imaging, high content;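 active = inhibition above the batch mean plus 3 SD and confirmed as a hit by visual image inspection, cut at about 30% in these data, passing the limit was not always enough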; note: strong numbers were not always called active
# IL1B cytotox = toxic to HUVEC cells under IL-1B stimulation; actives 0.41% (n = 94,000); HUVEC cell count loss, Hoechst imaging, IL-1B stimulated; cell count reduction, % at 2 µM; AID 845;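 active = cell count reduction more than 3 SD above the screen-wide mean, cut at about 70% in these data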;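 note: normalized per plate to untreated control cells as the no-loss baseline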
# Smad3 FoxH1 inh = Smad3 (human) transcription factor binding inhibition; P84022; TR-FRET Smad3/Dy647-FoxH1 peptide binding, europium anti-His; inhibition, % at 25 µM; actives 0.29% (n = 88,000);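 active = compounds that reduce the energy-transfer binding signal between the protein and its labelled peptide by more than half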;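 note: 0% = Smad3 plus labelled peptide maximal FRET and 100% = peptide-only background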
# Target sequence (P84022 whole entry, looked up): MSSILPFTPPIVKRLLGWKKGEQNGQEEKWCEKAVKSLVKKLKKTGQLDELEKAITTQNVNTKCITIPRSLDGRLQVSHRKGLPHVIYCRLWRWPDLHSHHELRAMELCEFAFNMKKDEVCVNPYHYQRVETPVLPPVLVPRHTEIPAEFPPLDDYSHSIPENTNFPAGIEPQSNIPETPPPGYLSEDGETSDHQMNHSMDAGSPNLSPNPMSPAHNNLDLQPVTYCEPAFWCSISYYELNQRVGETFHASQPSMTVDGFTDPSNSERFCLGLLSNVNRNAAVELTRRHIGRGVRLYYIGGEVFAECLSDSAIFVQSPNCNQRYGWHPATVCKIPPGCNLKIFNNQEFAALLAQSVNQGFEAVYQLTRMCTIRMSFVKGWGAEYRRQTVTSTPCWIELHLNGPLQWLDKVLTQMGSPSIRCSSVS
# LYP inh 2 = blocks human PTPN22 phosphatase activity | recombinant LYP catalytic domain, DiFMUP fluorescence | AID 640 | actives 0.21% (n = 96,000) | inhibition, % at 2 µM | Q9Y2R2;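 active = inhibition at 2 µM at or above a set limit, the screen mean plus 3 SD, cut at about 24% in these data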;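 note: 0% = DMSO with enzyme and 100% = enzyme fully blocked by orthovanadate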
# VCAM1 TNFa inh = reduces TNF alpha induced VCAM1 expression in HUVEC | actives 0.48% (n = 95,000) | AID 802 | HUVEC TNFa-induced VCAM-1 immunofluorescence, high-content imaging | inhibition, % at 2 µM;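 active = inhibition above the batch mean plus 3 SD, with images confirmed as a hit by eye, cut at about 37% in these data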;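 note: 0% = TNF-stimulated DMSO wells and 100% = unstimulated control wells; not every result past the cut was called active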
# Calb biofilm kill = kills Candida albicans biofilms; C. albicans biofilm + clotrimazole, Alamar Blue; inhibition, % at 6 µM; actives 0.14% (n = 85,000);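 active = inhibition above 20%; inactive = inhibition below 20%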;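 note: preformed 24 hr biofilms exposed to compound for 48 hr; 0% = biofilm without compound and 100% = blank killed by clotrimazole plus chlorhexidine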
# TNFa cytotox = HUVEC cytotoxicity counter-screen, TNF alpha stimulated. AID 848. HUVEC TNFalpha-stimulated, Hoechst cell count, imaging. actives 0.17% (n = 93,000). cell count reduction, % at 2 µM;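 active = cell count reduction exceeding the screen mean by over 5 SD, scaled to untreated wells per plate, cut at about 78% in these data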;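 note: cells counted after 24 h of TNF alpha exposure following the 1 h pretreatment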
# * hit, by the source's call; x = not tested or not shown; & = joins results of further samples; [ ] = remark or other dose.
mol,Calb biofilm kill,F-actin modifier,MT1-MMP txn act,TNFa cytotox,LYP inh 2,IL1B cytotox,DAT uptake mod,Smad3 FoxH1 inh,VCAM1 TNFa inh
Cc1n[nH]c(C)c1S(=O)(=O)NCCc1ccc(Cl)cc1,4,-7,x,-26,1,-4,0.072,3,-4
Cc1csc(N)n1,6,x,1,x,x,x,0.017,4,x
Clc1ccc(Cn2c(-c3cccnc3Cl)nc3ccccc32)c(Cl)c1,x,19,x,-11,10,-4,0.31,x,12
Cc1cc(=O)oc2cc(OCC(=O)N3CC(C)OC(C)C3)ccc12 (stereo unspecified),14,1,1.1,-15,1,3,0.11,8,-3
CC1CC(=O)Nc2ccccc2N1S(=O)(=O)c1ccccc1 (stereo unspecified),x,-1,x,-22,2,-12,1.1,x,14
COc1cc(C)nc(N(Cc2ccccc2)S(=O)(=O)c2ccccc2)n1,10,-14,1.1,9,5,10,0.1,-9,-8
O=C(COc1ccccc1)Nc1ccccc1N1CCN(c2ccccc2)CC1,x,-1,1.1,0,-4,0,-1.3,x,11
Cc1ccc(-c2cc3nc(C)cc(NCc4ccco4)n3n2)cc1,5,2,1.5,-7,2,11,-3.9*,-6,37

# Exported with values under each structure: entries from further up.
# Order of results – Calb biofilm kill	F-actin modifier	MT1-MMP txn act	TNFa cytotox	LYP inh 2	IL1B cytotox	DAT uptake mod	Smad3 FoxH1 inh	VCAM1 TNFa inh
> Cc1n[nH]c(C)c1S(=O)(=O)NCCc1ccc(Cl)cc1
    4	-7	x	-26	1	-4	0.072	3	-4
> Cc1csc(N)n1
    6	x	1	x	x	x	0.017	4	x
> Clc1ccc(Cn2c(-c3cccnc3Cl)nc3ccccc32)c(Cl)c1
    x	19	x	-11	10	-4	0.31	x	12
> Cc1cc(=O)oc2cc(OCC(=O)N3CC(C)OC(C)C3)ccc12 (stereo unspecified)
    14	1	1.1	-15	1	3	0.11	8	-3
> CC1CC(=O)Nc2ccccc2N1S(=O)(=O)c1ccccc1 (stereo unspecified)
    x	-1	x	-22	2	-12	1.1	x	14
> COc1cc(C)nc(N(Cc2ccccc2)S(=O)(=O)c2ccccc2)n1
    10	-14	1.1	9	5	10	0.1	-9	-8

# Next structures
mol,Calb biofilm kill,F-actin modifier,MT1-MMP txn act,TNFa cytotox,LYP inh 2,IL1B cytotox,DAT uptake mod,Smad3 FoxH1 inh,VCAM1 TNFa inh
Cc1cc(N2C(=O)CC(Cc3ccccc3)C2=O)no1 (stereo unspecified),8,-10,1,-1,5,28,2.3,2,34
COc1ccccc1CSc1nc2ccccc2[nH]1,x,7,x,-28,2,-12,1.3,x,2
Cc1ccc(NC(=O)C2(c3ccccc3)CCCC2)nc1,10,0,1.1,-7,-9,-8,-0.51,6,-10
COc1ccc(NC(=O)CSc2nc3c(c(=O)[nH]2)CCC3)cc1OC,x,1,1,-19,-1,-3,-0.022,x,8
O=S(=O)(/N=C(/Nc1ccccn1)c1ccccc1)c1ccccc1,x,23,x,-4,8,-11,-0.85,x,6
CS(=O)(=O)CCC(C(=O)n1nnc2ccccc21)N1C(=O)c2ccccc2C1=O (stereo unspecified),9,x,1.1,x,x,x,-0.17,4,x
Cc1cc(F)ccc1NCc1cc2c(cc1[N+](=O)[O-])OCO2,x,-22,x,-16,-2,-18,-8*,x,8
Cc1nc2nc(-c3ccccc3)[nH]n2c(=O)c1C,5,-1,1.5,-34,-12,-16,0.22,-2,-21

mol,Calb biofilm kill,F-actin modifier,MT1-MMP txn act,TNFa cytotox,LYP inh 2,IL1B cytotox,DAT uptake mod,Smad3 FoxH1 inh,VCAM1 TNFa inh
CCOc1ccc(NC(=O)c2cc3cc4ccc(OC)cc4nc3o2)cc1,58*,x,1,-6,13,0,0.0018,32,12
COc1cccc(C(=O)Cn2c(=N)n(C)c3ccccc32)c1,6,x,0.5,x,x,x,0.51,-1,x
O=C(Nc1cccc(F)c1)C1CCN(C(=O)c2ccc(Br)cc2)CC1,1,14,1.1,-13,4,-27,0.024,-5,13
CC1CCCCN1C(=O)CSc1nnc(-c2ccc(Cl)s2)o1 (stereo unspecified),x,1,1.5,-2,5,-4,0.078,x,-2
COc1ccc(NC2=CC(=O)CC(c3ccccc3)C2)c(OC)c1 (stereo unspecified),x,-6,x,-7,-10,-35,-0.006,x,6
CCOC(=O)c1cnc(SC2CC(=O)N(c3ccccc3)C2=O)nc1N (stereo unspecified),6,0,1,7,7,-9,-1.2,2,4
COc1cc(NC(=O)C(C)Oc2ccccc2)c(C(=O)O)cc1OC (stereo unspecified),x,-8,1.3,-2,-6,11,-0.99,10,1
COCC(C)NC(C(=O)Nc1ccc(C)c(Cl)c1)c1ccccc1 (stereo unspecified),x,-10,x,-4,9,-13,0.92,x,-16

mol,Calb biofilm kill,F-actin modifier,MT1-MMP txn act,TNFa cytotox,LYP inh 2,IL1B cytotox,DAT uptake mod,Smad3 FoxH1 inh,VCAM1 TNFa inh
Cc1cc(N2CCN(C(=O)c3ccco3)CC2)n2nc(C)c(-c3ccccc3)c2n1,10,6,1.1,-44,6,-30,2,3,-25
Nc1nnc(SCC(=O)c2ccc3ccccc3c2)s1,0,-9,1.7,x,3,-7,x,-3,-7
COc1ccc(S(=O)(=O)Nc2cccc(SC)c2)cc1OC,x,-4,1.2,17,-2,-65,1.2,x,22
O=C(C1CC(c2ccc(F)cc2)=NO1)N1CCN(c2ccccc2)CC1 (stereo unspecified),9,4,1.1,6,-4,-9,0.26,2,3
Cc1ccc2c(c1)N1C(=O)c3ccccc3C1C1=C(CC(C)(C)CC1=O)N2 (stereo unspecified),3,0,1,0,-28,-22,0.69,1,6
CC(C)n1c(=O)c2c(O)cc(=O)oc2c2ccccc21,x,x,x,-9,-2,18,-1.2,x,4
Cc1ccc(NC(=O)CSc2nnc(Cn3cnc4ccccc43)o2)c(C)c1,4,2,1.1,-3,4,-4,0.99,8,12
COc1ccc(-c2noc(CN3CCN(c4ccccc4F)CC3)n2)cc1OC,6,13,1,5,4,28,0.82,4,0

mol,Calb biofilm kill,F-actin modifier,MT1-MMP txn act,TNFa cytotox,LYP inh 2,IL1B cytotox,DAT uptake mod,Smad3 FoxH1 inh,VCAM1 TNFa inh
CCOc1c2ccc(C(=O)N[C@H](C)C3CCCCC3)cc2nn1CCOC,x,4,x,-7,-10,-1,-0.74,x,-3
Cc1nc2sc(C(c3ccco3)N3CCN(c4ccc(F)cc4)CC3)c(O)n2n1 (stereo unspecified),11,x,1,x,x,x,0.58,7,x
O=C(Nc1cccc(C(F)(F)F)c1)c1cccnc1N1CCN(c2ccccc2)CC1,7,1,x,2,2,10,1.3,-1,-7
CCCCn1c(SCC(=O)Nc2nnc(CC)s2)nc2ccccc2c1=O,10,x,1.1,x,x,x,0.15,9[fluorescence artefact?],x
Cc1ccccc1N1CCN(C(=O)C2CCCCC2)CC1,-3,-11,1.1,6,13,-7,0.8,1,6
CCc1ccc(NC(=O)CCN2C(=O)c3cccnc3C2=O)cc1,x,-28,1.1,-14,-1,-6,-0.63,x,-6
O=C(O)CCCN1C(=O)/C(=C/c2ccc(-c3nc4ccccc4s3)o2)SC1=S,x,22,x,-21,41*,-17,x,x,4
Cc1cc(N2CCCCCC2)nc2ccccc12,x,42,x,-21,3,-9,0.18,x,3

mol,Calb biofilm kill,F-actin modifier,MT1-MMP txn act,TNFa cytotox,LYP inh 2,IL1B cytotox,DAT uptake mod,Smad3 FoxH1 inh,VCAM1 TNFa inh
Cc1ccc(OCC(=O)NCCN2CCCC2)cc1,9,12,1.1,-27,-18,-20,-0.84,4,30
COc1cccc(C2=CC(c3ccc(N(C)C)cc3)n3ncnc3N2)c1 (stereo unspecified),1,7,1.1,-25,-5,-28,-0.29,12,-2
COc1ccccc1Nc1nnc(SCC(=O)c2cc(C)n(CC3CCCO3)c2C)s1 (stereo unspecified),7,-17,1.2,-6,-8,17,1.3,-6,23
Clc1ccc2nc(-c3ccc(Br)s3)cn2c1,x,-11,x,-2,-6,-7,-0.001,x,18
COc1cc(C(=O)N(Cc2ccco2)Cc2cc3ccccc3[nH]c2=O)cc(OC)c1OC,x,35*,1.1,44,-1,18,-0.5,x,-8
C(=N\n1cnnc1)/c1ccccc1OCCOc1ccccc1,4,-5,1.3,5,10,-8,-2.4,1,-27
CC(=O)NC1=C(C#N)C(c2ccccc2)c2c(ccc3ccccc23)O1 (stereo unspecified),x,12,x,-20,13,-22,-0.026,x,-10
COc1ccc(C(C)(C)C)cc1NC(=O)c1c(C)noc1C,3,-13,1,3,2,4,-1.2,5,20

mol,Calb biofilm kill,F-actin modifier,MT1-MMP txn act,TNFa cytotox,LYP inh 2,IL1B cytotox,DAT uptake mod,Smad3 FoxH1 inh,VCAM1 TNFa inh
COC(=O)CN(C(=S)Nc1ccc(F)cc1)C1CC(=O)N(c2ccc(OC)cc2)C1=O (stereo unspecified),x,43,x,-24,7,-27,-0.22,x,4
Cc1ccc(/C=C2\SC(=S)N(c3c(C)n(C)n(-c4ccccc4)c3=O)C2=O)cc1,x,-26,x,24,7,-17,2.8,x,6
COc1ccc(Cn2cc(F)c(=O)n(CCC(C)C)c2=O)cc1[N+](=O)[O-],x,15,x,-54,-2,-14,0.75,x,16
Cc1nn(Cc2ccc(F)cc2)c(C)c1NC(=O)c1noc2c1CCCCC2,5,x,0.9,x,x,x,1.3,-5,x
Cc1ccc(NCc2nnc(SCC#N)o2)c(C)c1,9,12,1.4,-2,-9,-65,-0.39,3,-8
O=C(Oc1ccc2c(c1)C(=O)c1ccccc1CO2)c1ccccc1,2,-16,1.4,22,5,0,-0.37,5,9
OCCN(CC(O)Cn1ccc2ccccc21)CC(O)Cn1ccc2ccccc21 (stereo unspecified),3,19,1.1,-24,-2,2,x,4,8
CCCC(=O)Nc1ccc(N2CCN(C(=O)CCC)CC2)cc1,x,-11,1.1,3,-2,-12,-1.9,x,-19

mol,Calb biofilm kill,F-actin modifier,MT1-MMP txn act,TNFa cytotox,LYP inh 2,IL1B cytotox,DAT uptake mod,Smad3 FoxH1 inh,VCAM1 TNFa inh
COc1ccccc1NC(=O)Cc1nn(C)c(=O)c2ccccc12,x,15,1.1,-12,-6,-13,-0.38,16[fluorescence artefact?],5
O=C1Nc2ncccc2OC1CCCl (stereo unspecified),5,6,1.1,-6,1,13,x,3,12
Cc1cc(C)c(NC2=CC(=O)CC(C)(C)C2)c(C#N)c1,7,4,1.2,4,12,-9,-0.7,0,-4
CCn1c(CSc2nc3ccccc3s2)nnc1SCC(=O)c1ccc(O)cc1O,x,4,x,-10,4,6,0.0017,x,-9
O=C(CN(Cc1ccc2c(c1)OCO2)C(=O)c1cnsn1)NC1CCCC1,5,-2,1.1,-38,-4,-24,-0.006,-4,-9
COc1ccc(C(C)=O)cc1CN1C(=O)NC2(CCCCCC2)C1=O,x,-2,x,4,2,-7,-0.29,x,-2
COc1ccc(N2CCN(C(=O)CCN3C(=O)c4ccccc4S3(=O)=O)CC2)cc1,7,-11,1,-9,7,-30,0.53,-10[fluorescence artefact?],8
COc1cc(-c2nnc(-c3ccc(S(=O)(=O)c4ccccc4)cc3)o2)cc(OC)c1OC,5,-10,1.1,-29,6,-11,-0.9,11[fluorescence artefact?],7
CN(C)/C=c1\sc2c(C#N)cc(C(=O)c3ccc(Br)cc3)n2c1=O,9,x,1.1,x,x,x,-0.9&-0.19,-8,x
COc1ccc(-n2nnnc2SCC(=O)Nc2ccc3c(c2)OCCO3)cc1OC,7,13,0.9,26,-3,9,-0.96,-3,-36

# These rows are one share of the data (hit frequency here may not be typical).
